Screening data from PubChem BioAssay.
PMI act: activators of human PMI, primary screen, biochemical, fluorescence intensity, near-Km mannose 6-phosphate. activation factor at 20 µM. 0.005% of 190,000 active. purified human PMI, coupled resazurin fluorescence, 20 min; hits give high values; 1 = vehicle control, 0 substrate-free wells. Mannose-6-phosphate isomerase (Homo sapiens), P34949;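 active means activation factor of 2 or more at 20 µM, relative to plate controls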
Target sequence (P34949 whole entry, looked up): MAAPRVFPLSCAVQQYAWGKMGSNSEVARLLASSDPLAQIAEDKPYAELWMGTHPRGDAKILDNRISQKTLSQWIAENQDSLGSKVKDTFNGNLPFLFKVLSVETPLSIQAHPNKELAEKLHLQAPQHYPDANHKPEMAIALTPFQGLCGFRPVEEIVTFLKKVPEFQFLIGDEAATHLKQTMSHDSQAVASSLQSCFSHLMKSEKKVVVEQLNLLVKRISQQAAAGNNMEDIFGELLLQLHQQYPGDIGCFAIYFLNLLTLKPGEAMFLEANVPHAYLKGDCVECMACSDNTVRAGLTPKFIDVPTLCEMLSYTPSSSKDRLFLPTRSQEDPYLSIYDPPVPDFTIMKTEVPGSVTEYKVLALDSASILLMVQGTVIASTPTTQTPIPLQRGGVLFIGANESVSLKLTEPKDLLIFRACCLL
S1P3 antag: S1P3 receptor antagonists, primary screen, cell-based | CHO S1P3 NFAT-BLA reporter, FRET fluorescence, antagonist mode | inhibition, % at 4.98 µM | 0.27% of 170,000 active | Sphingosine 1-phosphate receptor 3 (Homo sapiens), Q99500;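 active means inhibition above the plate cutoff, the mean inhibition of test wells on that plate plus 3 SD, cut at about 28% in these data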;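 further: cells challenged with S1P at its EC80 of 0.8 µM; blue over green emission ratio from cleaved BLA substrate after 4 h stimulation; 0% = S1P-stimulated wells and 100% = unstimulated DMSO-only wells; some compounds past the cut are filed as inactive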
Target sequence (Q99500 whole entry, looked up): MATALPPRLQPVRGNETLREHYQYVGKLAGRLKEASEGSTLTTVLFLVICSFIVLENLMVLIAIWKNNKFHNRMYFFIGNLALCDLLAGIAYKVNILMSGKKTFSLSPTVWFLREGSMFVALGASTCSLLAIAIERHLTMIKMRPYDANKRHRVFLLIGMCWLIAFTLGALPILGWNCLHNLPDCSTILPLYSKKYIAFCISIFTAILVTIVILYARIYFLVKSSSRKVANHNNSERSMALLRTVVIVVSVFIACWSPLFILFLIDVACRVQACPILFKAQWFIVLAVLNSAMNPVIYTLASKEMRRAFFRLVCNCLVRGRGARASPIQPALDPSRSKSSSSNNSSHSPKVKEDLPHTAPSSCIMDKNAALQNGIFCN
Diaphorase inh: diaphorase inhibitors and chemical oxidizers, primary screen, counter-screen for diaphorase-coupled primary assays, biochemical, uHTS, resorufin fluorescence; diaphorase resazurin-to-resorufin fluorescence, NADH, 16 min; bacterial (C. kluyveri) enzyme, not human; inhibition, % at 20 µM; 0.69% of 190,000 active; AID 1217, 2008;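 active means primary screen inhibition at 20 µM above a set limit, cut at about 50% in these data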;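 further: plate controls were DMSO with full reaction for no effect and wells lacking NADH for full effect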
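System: Diaphorase enzyme from Clostridium kluyveri | Amount: Enzyme working solution with 0.14 U/mL diaphorase | Benchmarks: No-NADH positive control and DMSO neutral control | Signal: Fluorescence of resorufin formed from resazurin, Ex 544/Em 590 nm | Schedule: 16-min room-temperature incubation before reading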
PPARg SRC-3 ag: PPARgamma agonists recruiting SRC-3 coactivator, primary screen, biochemical; Peroxisome proliferator-activated receptor gamma (Homo sapiens), P37231; biochemical PPARgamma/SRC-3 coactivator recruitment assay; activation, % at 8 µM; 0.26% of 200,000 active; in the data active means activation above about 23%;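 further: 0% = DMSO and 100% = reference agonist; some compounds past the cut are filed as inactive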
SRC2 TRFRET art: TR-FRET signal artefacts, primary screen, artefact control for PPARgamma SRC-2 agonist project, biochemical; TR-FRET artefact counter-screen; hits give high values; TR-FRET ratio at 8 µM; 0.4% of 200,000 active; in the data active means TR-FRET ratio above about 2000; further: inactives centre near 1500
PMI act satM6P: human PMI activators, high substrate, primary screen, biochemical, fluorescence intensity, near-saturating mannose 6-phosphate; Mannose-6-phosphate isomerase (Homo sapiens), P34949; coupled PMI enzyme assay, resazurin fluorescence, 20 min; hits give high values; 1 = untreated enzyme, 0 = substrate-free blank; activation factor at 20 µM; 0.34% of 190,000 active; AID 1216, 2008;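 active means activation factor of 2 or more at 20 µM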
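Test system: human phosphomannose isomerase with PGI, G6PDH, diaphorase coupling enzymes; amount: 15 ng/mL PMI; incubation: enzyme reaction with compound 20 min at room temperature; technique: resorufin fluorescence (Ex 544/Em 590 nm) from resazurin via diaphorase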
PPARg SRC1 recr: PPARgamma agonists recruiting SRC-1 coactivator, primary screen, biochemical; AID 631, 2007; PPARgamma-SRC-1 coactivator recruitment biochemical assay; 0.41% of 200,000 active; activation, % at 8 µM; in the data active means activation above about 19%;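 further: 0% = DMSO and 100% = reference agonist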
ROMK mod: ROMK potassium channel modulators, primary screen, cell-based, thallium flux, MLSMR library | Tet-inducible ROMK, thallium flux fluorescence; actives lie on both sides | 2% of 130,000 active | B-score at 10 µM | ATP-sensitive inward rectifier potassium channel 1 (Homo sapiens), P48048;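 active means signal ratio slope over the read window, or its plate-corrected B-score, at least 3 SD from the plate mean, either direction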;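 further: B-score of the F/F0 ratio slope over 7 to 12 s after thallium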
PPARg SRC2 recr: agonists of PPARg-SRC-2 recruitment, primary screen, biochemical, HTS; PPARgamma LBD-SRC-2 recruitment; activation, % at 8 µM; 0.34% of 200,000 active; in the data active means activation above about 22%;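 further: 0% = vehicle and 100% = reference agonist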
G6PDH CS: L. mesenteroides G6PDH inhibitors, counter-screen for G6PDH-coupled screening assays, biochemical, Leuconostoc mesenteroides enzyme; glucose-6-phosphate dehydrogenase [Leuconostoc mesenteroides]; Purified L. mesenteroides G6PDH, diaphorase/resazurin coupled fluorescence, 45 min; inhibition, % at 5 µM; 0.12% of 200,000 active; AID 1020, 2008; in the data active means inhibition above about 50%
Diaphorase act: compounds boosting diaphorase resazurin reduction – biochemical, uHTS, resorufin fluorescence, counter-screen for diaphorase-coupled primary assays, primary screen. 0.005% of 190,000 active. AID 1229, 2008. activation factor at 20 µM. Diaphorase/resazurin coupled assay, 16 min; hits give high values; 1 = vehicle wells, 0 = NADH-free wells;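 active means diaphorase activity raised at least twofold by the compound at 20 µM; inactive means activation factor below 2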
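Assay system: Purified diaphorase enzyme from Clostridium kluyveri | Amount: Enzyme 0.07 U/mL final | Dosing: Compound 20 µM once, DMSO 1% | Timing: 16 min reaction at room temperature | Detection: Fluorescence, excitation 544 nm and emission 590 nm | Evaluation: Higher resorufin formation from activation or reduction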
Active calls of the source: *; . = no result given. An unsorted share of the library; about 3.3% have a hit in one of these screens.

SMILES	PMI act	S1P3 antag	Diaphorase inh	PPARg SRC-3 ag	SRC2 TRFRET art	PMI act satM6P	PPARg SRC1 recr	ROMK mod	PPARg SRC2 recr	G6PDH CS	Diaphorase act
COc1ccccc1OCC(=O)Nc1ccc(N2CCCCC2)cc1	0.9	-0.7	13.2	-1.0	1569	0.9	9.2	-0.987	5.1	0.8	0.9
Cn1c(C(=O)N2CCCC(C(=O)NCc3cccs3)C2)cc2sccc21 (centres undefined)	0.9	-2.1	7.2	-1.1	1509	0.9	-3.6	.	-3.3	3.9	0.9
CC1(O)c2ccccc2C(=O)N1CCc1ccccc1F (centres undefined)	1	11.2	-4.3	-9.1	1678	0.9	6.8	-1.41	-1.3	7.5	1
CCOC(=O)/C(=C/Nc1ccccc1)[N+](=O)[O-]	1	.	12.9	-2.0	1753	1	8.8	.	6.7	4.6	0.9
CC(C)(C)OC(=O)NCCc1nnc(SCC(=O)Nc2cccc(Cl)c2)o1	0.9	-18.8	14.0	-1.1	1583	1	2.3	.	3.2	4.2	0.9
Cc1ccc(NC(=O)CN2C(=O)S/C(=C\c3ccccn3)C2=O)cc1	1.1	11.1	-6.0	0.2	1797	1.1	2.2	-0.34	1.7	15.5	1.1
COc1cc(/C=N/n2c(C)n[nH]c2=S)ccc1OCc1ccc(F)cc1	0.9	6.7	9.0	4.4	1585	0.9	6.1	0.176	0.8	2.7	0.9
CCCC(c1nnnn1Cc1cccs1)N1CCN(C)CC1 (centres undefined)	1	-10.8	8.4	2.1	1404	1	-0.8	-0.239	-1.7	10.3	0.9
Cc1cccc(C)c1OCc1nnc(SCC(=O)Nc2nccs2)o1	1	-37.0	3.0	-2.9	1471	1	0.5	.	-7.8	5.8	1
CCn1c(SCC(=O)Nc2ccc(N(C)C)cc2)nnc1-c1cccc(C)c1	1	15.9	18.9	-1.0	1665	0.9	4.6	-0.378	11.2	-2.4	0.8
C=CCOc1cccc(C2C(C(=O)c3ccc(C)o3)=C(O)C(=O)N2Cc2ccncc2)c1 (centres undefined)	1.2	-23.0	3.6	22.9	2037*	1.2	13.1	.	15.8	6.7	1
COc1ccc(C(=O)COC(=O)CCC(=O)c2cccs2)cc1	1.5	-8.9	-1.4	-3.3	1529	1.3	-3.3	0.0973	-1.2	-0.7	1
Cc1cc(C)c(NC(=S)N2CCCC2C(=O)O)c(C)c1 (centres undefined)	0.9	12.6	6.4	0.9	1509	0.9	0.7	.	-2.0	-12.4	0.9
CNC(=S)NNC(=O)c1sccc1OCc1cccc(C(F)(F)F)c1	1.2	.	-17.4	-6.3	1523	1.1	-8.4	0.584	-1.9	2.3	1.2
CCn1c(SCC(=O)c2ccccc2)nc2ccccc2c1=O	1.1	11.9	19.9	0.3	1814	1	6.2	0.316	10.6	10.7	0.8
COc1ccccc1C1CC(c2ccccc2)Nc2ncnn21 (centres undefined)	1	1.5	9.3	10.2	1618	0.9	1.8	1.45	0.3	-0.2	0.9
O=C(NCc1ccco1)C1CCCN1C(=O)NCc1ccccc1 (centres undefined)	1	-20.7	2.2	-1.6	1511	1.1	9.3	-0.0148	3.6	6.1	1
Cc1cc2c(C)nc3ccccc3c2o1	1	.	8.2	-5.4	1645	1	5.0	-1.11	4.3	-0.1	0.9
COc1ccc(C(C)=O)cc1CSc1nnc(-c2ccccc2O)n1-c1ccccc1	1	.	-1.0	-3.1	1708	1	0.8	.	1.2	-1.8	1
CC(=O)c1cccc(NC(=O)CN2C(=S)NC(C)(C)CC2C)c1 (centres undefined)	1	-16.3	1.8	3.1	1636	1	5.1	1.8	2.8	7.2	1
Cc1ccc(C)c(SCC(=O)Nc2cccnc2Cl)c1	0.9	-11.1	11.7	5.5	1718	1	8.3	-1.48	13.7	-1.6	0.9
CSCCC(NC(=O)C1CC1)c1nc2ccccc2[nH]1 (centres undefined)	0.9	-3.7	25.1	-4.4	1368	0.9	-12.0	-0.239	4.3	11.0	0.7
CCNC(=O)c1ccc2c(c1)C1C3CCC(C3)C1C(c1ccccc1)N2 (centres undefined)	0.9	-8.6	17.9	1.4	1556	0.9	14.4	-0.783	-5.4	-5.9	0.8
COC(=O)CSc1nnc(-c2cccc(NC(=O)c3ccc(C)cc3)c2)n1C	1	-25.6	-0.7	4.1	1515	1	7.2	.	-0.3	7.7	1
CC(=O)CC1(C)OC(N)=C(C#N)C1(C#N)C#N (centres undefined)	0.9	-22.8	5.5	-2.9	1537	0.9	12.6	.	8.5	-4.9	0.9
Cc1cc(C)nc(-n2cc(C(=O)c3cc(F)ccc3O)cn2)n1	1	10.8	19.9	0.7	1672	0.5	-3.0	.	6.4	-7.7	0.8
CCN1CCC[C@H]1CNC(=O)c1cc(S(N)(=O)=O)ccc1OC	1	-0.4	9.3	-2.6	1371	0.9	-7.0	.	4.7	3.2	0.9
Cc1ccc(-n2c(-c3ccco3)nc3nc4ccccc4nc32)cc1	1.2	8.7	4.7	-1.7	1738	1.3	2.5	-0.135	-0.9	2.2	1
O=S(=O)(c1cnc(Cl)c(Br)c1)N1CCCCCC1	1.1	-2.6	-0.5	-3.4	1362	1.1	-0.2	0.498	-1.7	-1.8	1
CCN1CC(C)C(O)(c2ccccc2)CC1C (centres undefined)	1	.	7.7	0.3	1502	1	4.4	-0.0334	-5.5	2.7	0.9
CCCC(CCC)C(=O)NC1CCN(Cc2ccccc2)CC1	1.1	-4.9	-2.8	-1.1	1542	1.1	-7.3	-0.332	-10.7	7.2	1
c1ccc2c(c1)OC(CCCN1CCCCC1)c1ccccc1S2 (centres undefined)	1.1	.	3.8	3.4	1457	1.1	-5.2	.	11.7	-0.7	1
Cc1c(C(=O)NC2CCCc3ccccc32)oc2ccc(S(=O)(=O)N3CCOCC3)cc12 (centres undefined)	1	.	14.5	-0.7	1505	0.9	3.9	.	3.6	4.8	0.9
O=C(Nc1cc(Oc2ccccc2)cc([N+](=O)[O-])c1)C12CC3CC(C1)CC(n1cnc(Cl)n1)(C3)C2	0.8	.	19.3	2.1	1534	0.9	2.9	-0.538	10.3	0.8	0.8
CCSc1nnc(NC(=O)c2cc3c(s2)CCCC3)s1	1	-5.7	-0.1	-8.3	1456	1.1	0.1	0.541	10.4	5.8	1
Fc1ccc(COc2ccc(Cl)cc2/C=N/Nc2nc(N3CCCC3)nc(N3CCCC3)n2)cc1	0.9	.	-1.0	0.3	1411	1.1	-2.0	-0.0953	-5.5	1.5	1
COC(=O)[C@H](Cc1ccccc1)NC(=O)NCc1ccccc1OC	1.1	.	0.1	8.7	1528	1.1	5.8	0.336	6.6	12.6	1
CCNc1ccc(C(=O)OCC(=O)c2cc(C)n(Cc3ccc4c(c3)OCO4)c2C)cc1[N+](=O)[O-]	1	4.8	3.2	-0.9	1401	1	-1.6	-0.517	-9.7	-22.1	1
O=C(Cn1nc(Cc2cccnc2)c2ccccc2c1=O)NCC1COc2ccccc2O1 (centres undefined)	1	-36.0	17.4	-4.0	1501	1	-2.5	.	-7.2	-5.3	0.8
Cc1ccc(C(C(=O)NC2CCCCC2)N(Cc2ccco2)C(=O)C2COc3ccccc3O2)o1 (centres undefined)	1	.	-0.8	-0.4	1283	1	-0.3	-0.505	-0.4	-4.4	1
CC(C)(C)Cc1nnc(NC(=O)c2ccc([N+](=O)[O-])cc2)s1	1.1	-15.7	21.8	-2.7	1667	1.1	7.7	.	4.8	0.5	0.8
OCC1(CCc2ccccc2)CCN(Cc2cc(F)ccc2-n2cccn2)CC1	0.8	2.1	23.6	1.1	1503	0.8	12.4	-1.2	-2.3	17.5	0.8
CC(=O)Nc1ccc(S(=O)(=O)Oc2cccc(/C=C3\SC(N)=NC3=O)c2)cc1	0.9	-7.3	11.2	1.3	1546	0.9	3.0	.	-2.6	10.7	0.9
COc1ccccc1N1CCN(C(CNS(=O)(=O)c2ccccc2)c2cccnc2)CC1 (centres undefined)	0.9	.	16.1	3.1	1484	0.9	3.8	-0.493	2.5	-0.4	0.8
